Compound activity from PubChem.
IL1B cytotox: cytotoxicity in IL-1B stimulated HUVEC, primary screen, cytotoxicity control for IL-1B NFkB translocation project, imaging, Hoechst nuclear count, IL-1B stimulus; cell count reduction, % at 2 µM; AID 845, 2007; HUVEC cell count loss; 94,000 tested, 0.41% active;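 active = cell count reduction more than 3 SD above the screen-wide mean, cut at about 70% in these data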;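 note: normalized per plate to untreated control cells as the no-loss baseline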
FAK blocker: FAK kinase inhibitors, primary screen, biochemical; AID 727, 2007; 97,000 tested, 0.84% active; biochemical FAK kinase activity assay; Focal adhesion kinase 1 (Homo sapiens), Q05397; inhibition, %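 (tested at 7 µM)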; in the data active = inhibition above about 19%;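 note: 0% = DMSO and 100% = reference compound high control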
LYP act: LYP phosphatase activators, primary screen, biochemical, DiFMUP fluorescence, 2 µM; Tyrosine-protein phosphatase non-receptor type 22 (Homo sapiens), Q9Y2R2; recombinant LYP; 0 = plate median, 100 = signal doubled; activation, % at 2 µM; 96,000 tested, 0.11% active; AID 697, 2007;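 active = activation at 2 µM above a set limit, the mean plus 5 SD, cut at about 37% in these data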
ERa SRC1 inh: ERα–SRC-1 coactivator interaction inhibitors, primary screen, biochemical, TR-FRET, ERα LBD, estradiol-bound; Estrogen receptor (Homo sapiens), P03372; TR-FRET ER-alpha LBD / SRC-1 peptide; inhibition, % at 25.6 µM; 86,000 tested, 1.7% active; in the data active = inhibition above about 50%;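 note: 0% = receptor plus peptide control and 100% = peptide only without receptor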
Pyk2 oligo antag: antagonists of Pyk2 self-association, primary screen, Q293 cells, FERM NanoBiT luminescence, HTS. 99,000 tested, 0.83% active. stronger effect = lower value. Protein-tyrosine kinase 2-beta (Homo sapiens), Q14289. z-score (the deposit names both 25 µM and 10 µM);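 active = Z-score of -3 or lower, scaled per plate to the spread of control and sample wells; inactive = z-score above -3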;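 note: negative z-score means lost luminescence so less FERM oligomerization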
Target sequence (Q14289 whole entry, looked up): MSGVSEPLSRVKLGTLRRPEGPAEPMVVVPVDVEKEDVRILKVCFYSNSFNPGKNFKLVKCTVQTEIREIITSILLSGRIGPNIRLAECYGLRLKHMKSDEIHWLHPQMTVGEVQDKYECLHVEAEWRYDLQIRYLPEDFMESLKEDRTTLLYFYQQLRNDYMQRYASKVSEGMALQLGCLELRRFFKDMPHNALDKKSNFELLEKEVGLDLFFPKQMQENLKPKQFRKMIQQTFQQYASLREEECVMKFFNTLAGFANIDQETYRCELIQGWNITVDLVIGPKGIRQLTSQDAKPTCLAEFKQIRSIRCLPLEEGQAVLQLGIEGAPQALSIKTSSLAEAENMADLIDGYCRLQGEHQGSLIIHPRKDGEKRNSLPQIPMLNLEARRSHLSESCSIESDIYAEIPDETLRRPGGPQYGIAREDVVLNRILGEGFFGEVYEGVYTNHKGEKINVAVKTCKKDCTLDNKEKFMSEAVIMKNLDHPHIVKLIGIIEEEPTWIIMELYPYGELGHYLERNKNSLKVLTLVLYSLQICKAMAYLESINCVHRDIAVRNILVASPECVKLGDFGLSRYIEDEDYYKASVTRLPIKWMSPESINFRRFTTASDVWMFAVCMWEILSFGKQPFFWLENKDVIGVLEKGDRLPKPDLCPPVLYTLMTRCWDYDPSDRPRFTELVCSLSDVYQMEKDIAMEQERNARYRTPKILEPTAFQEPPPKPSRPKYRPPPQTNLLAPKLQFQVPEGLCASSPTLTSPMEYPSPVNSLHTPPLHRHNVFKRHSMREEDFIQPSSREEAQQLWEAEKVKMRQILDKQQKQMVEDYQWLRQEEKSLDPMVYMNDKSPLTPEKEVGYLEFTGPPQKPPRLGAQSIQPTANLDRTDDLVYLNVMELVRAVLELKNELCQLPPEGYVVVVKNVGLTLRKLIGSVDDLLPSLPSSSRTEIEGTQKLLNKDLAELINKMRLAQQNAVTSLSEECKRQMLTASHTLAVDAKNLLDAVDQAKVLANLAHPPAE
F-actin modifier: modifiers of F-actin cytoskeleton organization, primary screen, imaging, HUVEC, phalloidin staining, high-content imaging; HUVEC TNFa F-actin phalloidin imaging; inhibition, % at 2 µM; 91,000 tested, 0.18% active;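 active = inhibition above the batch mean plus 3 SD and confirmed as a hit by visual image inspection, cut at about 30% in these data, passing the limit was not always enough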; note: strong numbers were not always called active
VCAM1 TNFa inh: inhibitors of TNFa-induced VCAM1 expression, primary screen, imaging, HUVEC, TNFa stimulus, immunofluorescence. HUVEC TNFa-induced VCAM-1 immunofluorescence, high-content imaging. inhibition, % at 2 µM. 95,000 tested, 0.48% active. AID 802, 2007;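 active = inhibition above the batch mean plus 3 SD, with images confirmed as a hit by eye, cut at about 37% in these data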;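 note: 0% = TNF-stimulated DMSO wells and 100% = unstimulated control wells; not every result past the cut was called active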
HUVEC tox TNFa: cytotoxicity in TNFa-stimulated HUVEC, primary screen, cytotoxicity control for VCAM1 expression modulator project, imaging, Hoechst nuclei count; HUVEC TNFalpha-stimulated, Hoechst cell count; cell count reduction, % at 2 µM; 93,000 tested, 0.17% active; AID 848, 2007;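 active = cell count reduction exceeding the screen mean by over 5 SD, scaled to untreated wells per plate, cut at about 78% in these data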;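 note: cells counted after 24 h of TNF alpha exposure following the 1 h pretreatment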
LYP inh 2: PTPN22 phosphatase inhibitors, primary screen, biochemical, DiFMUP fluorescence, 2 µM. Tyrosine-protein phosphatase non-receptor type 22 (Homo sapiens), Q9Y2R2. recombinant LYP catalytic domain. inhibition, % at 2 µM. 96,000 tested, 0.21% active;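 active = inhibition at 2 µM at or above a set limit, the screen mean plus 3 SD, cut at about 24% in these data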;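 note: 0% = DMSO with enzyme and 100% = enzyme fully blocked by orthovanadate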
Numbers without * were called inactive; x = no result given; [ ] = remark or other dose.

The first 4 records, to show the layout:
SMILES	IL1B cytotox	FAK blocker	LYP act	ERa SRC1 inh	Pyk2 oligo antag	F-actin modifier	VCAM1 TNFa inh	HUVEC tox TNFa	LYP inh 2
Cc1cc(C)n(CC(O)COc2ccccc2C(=O)Nc2ccccc2)n1 (configuration not stated)	-1.8	-2.0	10.6	-8.0	-1.17	-3.4	23.1	-19.4	-11.9
Cc1cc(C)nc(NS(=O)(=O)c2ccc(NC(=O)c3ccc(S(=O)(=O)N4CCOCC4)cc3)cc2)n1	-9.4	-3.7	-5.5	x	-0.1	12.8	7.4	-9.3	7.5
CCOC(=O)C1CCCN(c2c(Nc3ccc(OCC)cc3)c(=O)c2=O)C1 (configuration not stated)	-5.3	1.9	12.1	-1.6	x	-12.4	-2.0	-6.8	-15.9
COc1ccc(-c2cc(CCCC(=O)NCCc3cc(OC)ccc3OC)no2)cc1	0.5	0.8	0.6	-19.8	-0.61	4.5	12.9	-18.9	-2.9

All compounds of this part, previewed entries included:
SMILES	IL1B cytotox	FAK blocker	LYP act	ERa SRC1 inh	Pyk2 oligo antag	F-actin modifier	VCAM1 TNFa inh	HUVEC tox TNFa	LYP inh 2
Cc1cc(C)n(CC(O)COc2ccccc2C(=O)Nc2ccccc2)n1 (configuration not stated)	-1.8	-2.0	10.6	-8.0	-1.17	-3.4	23.1	-19.4	-11.9
Cc1cc(C)nc(NS(=O)(=O)c2ccc(NC(=O)c3ccc(S(=O)(=O)N4CCOCC4)cc3)cc2)n1	-9.4	-3.7	-5.5	x	-0.1	12.8	7.4	-9.3	7.5
CCOC(=O)C1CCCN(c2c(Nc3ccc(OCC)cc3)c(=O)c2=O)C1 (configuration not stated)	-5.3	1.9	12.1	-1.6	x	-12.4	-2.0	-6.8	-15.9
COc1ccc(-c2cc(CCCC(=O)NCCc3cc(OC)ccc3OC)no2)cc1	0.5	0.8	0.6	-19.8	-0.61	4.5	12.9	-18.9	-2.9
COc1ccccc1C1/C(=C(\O)c2c(C)nc3c(C)cccn23)C(=O)C(=O)N1CCCN(C)C (configuration not stated)	-10.7	-3.5	7.1	-1.8	x	-23.2	-1.1	-10.8	-3.1
O=C1c2oc3ccccc3c(=O)c2C(c2cccnc2)N1CCCN1CCOCC1 (configuration not stated)	14.1	3.6	-10.9	5.7	-0.02	-13.6	0.7	-2.4	10.3
CCCC(=O)NC(Nc1ccc(S(=O)(=O)Nc2cc(C)on2)cc1)(C(=O)OCC)C(F)(F)F (configuration not stated)	-21.9	-1.0	-4.4	-16.7	0.88	-27.8	9.6	-13.7	3.5
COc1ccc(/C(=N\O)c2ncc(C(F)(F)F)cc2Cl)cc1	-6.3	0.8	-5.8	3.1[fluorescence artefact?]	0.53	5.0	-2.8	-13.7	6.9
O=C(COc1ccccc1)N(Cc1ccco1)C1CCS(=O)(=O)C1 (configuration not stated)	-89.9	-5.2	-2.8	7.8[fluorescence artefact?]	1.89	-12.0	5.0	-18.5	1.9
Cc1ccc(NC(=O)Cn2nnc(C(=O)NCc3cccs3)c2N)cc1	-5.5	-4.0	6.5	34.7	0.32	-9.8	-6.3	4.7	-10.0
Cc1cc(OCc2ccc(C(=O)n3cccn3)o2)ccc1Cl	-7.7	-1.1	-0.1	5.2	-0.44	-5.4	-12.0	-17.7	6.1
Cc1ccc(-n2ncc3c(Nc4c(C)n(C)n(-c5ccccc5)c4=O)ncnc32)c(C)c1	12.5	7.8	1.3	1.6	-0.04	-9.5	7.7	-7.6	2.5
Cc1ccc(C)n1CCN1CCN(C(=O)c2ccco2)CC1	-1.7	0.0	-1.8	-2.1	-0.19	8.3	-1.3	-5.0	1.0
Cc1nc2nc(-c3cccs3)cn2nc1C	36.3	5.6	-4.0	19.6	0.07	0.0	-5.3	-1.6	2.6
CSc1nc2c(c(=O)[nH]1)C(c1cccs1)C1=C(CCCC1=O)N2 (configuration not stated)	-18.5	0.5	-0.9	44.0[fluorescence artefact?]	-0.3	-26.6	1.2	-26.8	-0.9
CCN(CC)C(=O)C1CCN(CC2CC=CCC2)CC1 (configuration not stated)	-3.6	-2.0	0.1	1.3	-0.32	-19.1	22.7	-10.8	-3.4
CCn1c(SCC(=O)Nc2nc(C)c(C(=O)OC)s2)nnc1C(C)C	2.5	1.8	2.3	6.6	0.98	8.7	-12.9	-0.9	-4.3
CC(=O)c1ccc(OCCCC(=O)NC2=NCCS2)cc1	-12.2	0.9	-0.7	x	0.48	-2.9	-6.1	-20.9	5.4
COc1cc(C(=O)Nc2ccc(O)cc2C(=O)O)ccc1OC(C)=O	20.5	3.6	0.4	x	3.06	12.2	26.7	-15.0	-1.0
N#CC1=C(N)NC(SCC(=O)Nc2ccccc2)=C(C#N)C12CCCC2	-27.0	-5.8	12.4	x	-0.32	-4.6	11.6	-17.8	-14.9
COC(=O)[C@H](CCSC)NC(=O)NCc1ccccc1F	-22.4	-9.2	-5.4	-3.7	-0.02	-1.1	7.4	-9.7	7.3
Cc1ccc(C)c(C(=O)COC(=O)c2ccc(Br)o2)c1	2.9	16.5	-9.0	9.8[fluorescence artefact?]	0.24	-8.0	17.4	26.4	9.6
NC(N)=Nc1nc(CCN2C(=O)c3ccccc3C2=O)cs1	-6.3	-7.3	2.4	x	0.83	-1.0	21.2	9.0	0.6
O=C(CN1CCN(c2ccccn2)CC1)Nc1ccc(OCc2ccccc2)cc1	24.0	6.8	-2.1	4.4	-0.02	-15.7	-11.6	-4.2	5.4
O=C(O)c1ccc(S(=O)(=O)N2CCCCCC2)cc1	-5.8	2.8	1.1	-7.2	0.56	x	-7.9	-0.4	-5.1
CCS(=O)(=O)N1CCC(C(=O)NCCCN2CCCC2)CC1	-25.4	-2.1	-1.0	-26.6	0.57	-6.9	9.6	3.1	-1.4
CCOc1ccc(NC(=O)CCN2CCCCC2)cc1	20.5	0.4	-0.6	-3.0	0.03	17.5	12.6	-0.5	-1.8
C1=C(c2ccc(-c3ccccc3)cc2)Nc2ncnn2C1c1ccco1 (configuration not stated)	4.3	0.8	9.0	68.6*[fluorescence artefact?]	-1.56	1.6	-2.2	0.8	-12.8
O=C(Nn1cnnc1)c1csc2ccccc12	-12.4	-1.4	1.8	-6.5	0.46	-2.4	0.1	-0.8	-3.2
COc1ccc(NC(=O)Nc2ccc(C)cc2OC(F)F)cc1OC	-40.7	1.5	-13.9	0.5	-0.17	-12.1	4.6	-0.8	13.8
CCOC(=O)c1ccc(NC2c3ccccc3C(=O)N2c2ccccn2)cc1 (configuration not stated)	-40.9	-0.4	3.2	x	x	-2.5	7.0	5.8	-5.6
CC(C)c1nnc(NC(=O)CSc2ncn[nH]2)s1	-6.4	6.8	-10.6	-0.6	-0.45	13.2	-13.6	-15.2	9.6
CCCn1c(SCC(=O)Nc2nccs2)nnc1-c1cccnc1	-18.2	1.9	2.7	2.6	0.54	-1.0	-3.0	-16.5	-4.3
Cc1ccccc1C(=O)/C=C1/c2ccccc2CC(C)(C)N1C	-39.1	-4.8	5.0	x	-0.38	0.0	6.8	-2.8	-1.0
CC(=O)c1cccc(NC(=O)c2cc3nc(C)cc(C)n3n2)c1	21.7	0.9	5.5	11.7[fluorescence artefact?]	-0.14	-5.5	-16.5	-3.7	-6.0
Cc1nc(-c2cccc(S(=O)(=O)N3CC(C)CC(C)C3)c2)cs1 (configuration not stated)	-8.0	-8.2	1.4	4.8	-3.04*	x	8.4	-7.3	0.4
CCN(CC)C(=O)CN1CCN(c2ccccc2F)CC1	4.6	2.5	-5.0	-11.2	0.65	-8.9	4.0	-5.8	1.8
Cc1cc(C)c(S(C)(=O)=O)c(Oc2ccc(C(C)(C)C)cc2)n1	2.0	-0.7	2.4	x	1.98	9.4	-5.9	-3.7	1.7
O=C(OC1CCCCC1)c1ccc(NC(=O)C2CCCCC2)cc1	-9.2	1.9	6.3	-6.2	-1.96	9.8	8.6	-17.1	-7.5
COC(=O)Nc1ccc2ncn(C)c(=O)c2c1	10.5	0.4	12.7	x	x	2.5	13.6	-30.7	-16.0
CN(Cc1ccco1)C(=O)Cn1c(=O)oc2cc(S(=O)(=O)NCc3ccccc3)ccc21	-36.4	0.4	2.7	-0.6	x	-1.5	-0.7	-0.8	-3.8
CC(C)C(=O)N1CCN(c2c(Cl)cccc2[N+](=O)[O-])CC1	-16.7	1.5	-16.7	x	0.11	7.1	-17.9	-27.6	15.9
Cn1c(OCc2ccc3c(c2)OCO3)nc2c1c(=O)n(Cc1cccc(Cl)c1)c(=O)n2C	-7.2	-0.3	-12.9	30.1	-0.34	-13.2	4.7	-7.3	12.5
COc1nc(OC)nc(N2CCC(NC(=O)C(Cc3ccc(C(C)C)cc3)NC(C)=O)CC2)n1 (configuration not stated)	-4.0	1.2	7.1	-9.0	1.87	25.4	5.3	-5.7	-3.0
Cn1nc(CC(=O)NCc2cccc3ccccc23)c2ccccc2c1=O	-8.4	-1.3	-6.9	12.5	0.63	15.1	-19.7	-11.0	8.3
C=CCNC(=O)c1onc(CSc2ccc(Cl)cc2)c1C(=O)O	4.5	3.6	-2.1	x	x	18.1	-0.6	-6.5	5.1
O=C(CCn1c(=O)oc2ccccc21)NCCCN1CCN(c2ccc(F)cc2)CC1	-4.7	7.0	-3.8	x	2.26	3.2	-7.4	3.3	2.4
CCNc1nc(NCC)nc(SCCOC(=O)c2ccccc2)n1	-15.3	0.2	-0.4	-0.8	0.58	7.0	-22.4	-47.1	1.0
NS(=O)(=O)c1cccc(NC(=O)Cn2cnc3ccccc3c2=O)c1	-6.4	-2.8	9.6	x	1.49	2.3	9.4	5.2	-7.7
COc1ccc(C2(C(=O)NCCCN3CCOCC3)CCOCC2)cc1	24.2	7.9	6.7	9.1[fluorescence artefact?]	1.32	-41.5	11.0	2.5	-6.4
Additional compounds
SMILES	IL1B cytotox	FAK blocker	LYP act	ERa SRC1 inh	Pyk2 oligo antag	F-actin modifier	VCAM1 TNFa inh	HUVEC tox TNFa	LYP inh 2
O=C(O)CCC(=O)NCc1ccc(C(=O)O)cc1	-25.9	-0.4	3.8	0.9	0.06	x	-20.3	-2.8	-7.9
Cc1sc2ncnc(N3CCCCC3)c2c1C	9.1	0.6	-0.3	-4.9	0.73	-5.4	-0.9	-13.8	-0.4
COc1ccc(N2CCN(C(=O)c3cccc(N4C(=O)C5CC=CC(C)C5C4=O)c3)CC2)cc1 (configuration not stated)	-14.6	1.0	-1.2	-10.6	-0.23	x	x	x	-1.4
Cc1ccc(N(CC(=O)N2CCOCC2)S(C)(=O)=O)cc1C	8.9	1.0	24.5	1.9[fluorescence artefact?]	-0.46	14.7	-2.0	-13.3	-25.6
O=C(Nc1cc(C(F)(F)F)ccc1N1CCOCC1)c1ccco1	-23.9	6.0	-0.2	-0.9	-0.63	-1.9	3.8	-10.3	-5.0
N#C/C(=C\C1CC=CCC1)c1nc2ccccc2[nH]1 (configuration not stated)	-7.6	3.6	-5.0	x	0.23	-4.2	16.4	-5.5	4.4
CN(C)/C=C1\C(=O)Nc2ccccc21	9.1	0.2	0.1	36.4	1.54	-7.0	18.4	-21.3	-0.8
Cc1nnc(NC(=O)c2oc3cc(C)c(C)cc3c2C)s1	16.3	3.2	-4.4	36.4	x	-1.1	-7.8	21.5	1.7
Cc1cc(NC(=O)CCC(=O)N(c2cccnc2)C(C(=O)NC2CCCC2)c2ccccc2F)no1 (configuration not stated)	-18.6	-0.4	-2.7	-4.1	x	5.6	-1.1	11.9	6.9
COc1ccc2cc3c(N)nn(C(=O)Cc4ccc(Cl)cc4)c3nc2c1	-31.4	2.9	4.8	60.0*	x	1.3	13.8	1.9	-7.2
